hERG protect: hERG rescue from dofetilide block, primary screen, cell-based, CHO-hERG, FluxOR thallium flux, dofetilide IC70. AID 1511, 2009. Voltage-gated inwardly rectifying potassium channel KCNH2 (Homo sapiens), Q12809. 310,000 compounds, 0.51% hits. activation (rescue from dofetilide block), less the hit threshold, % at 10 µM. dofetilide IC70 present;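 active = activation above the mean of controls blocked by dofetilide plus 5 SD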;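 also: thallium influx through hERG after potassium depolarization seen as dye fluorescence rise; in these data hits start at about 4.7%; inactives centre near -7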
PolyA inhibitor: polyadenylation inhibitors in yeast reporter cells, primary screen, luminescence, S. cerevisiae | S. cerevisiae SKY197-pL101 polyadenylation reporter, beta-gal luminescence; efflux-impaired pdr1/pdr3 knockout yeast; score 100 = 6 SD above DMSO | calls only at 12 µM | 300,000 compounds, 0.02% hits | AID 1875, 2009;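 active = lowest replicate activity score at least 50, where 100 means six control SD above control mean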;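 also: yeast exposed to compound for 9 h at 30 °C; higher score means more reporter readthrough which indicates perturbed polyadenylation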
KCNK3 block: human KCNK3 channel inhibitors, primary screen, CHO cells, FluxOR thallium flux, B-score; B-score at 10 µM; 340,000 compounds, 0.84% hits; FluxOR fluorescence; stronger effect = lower value;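 active = B-score under library mean minus 4 SD, starting fluorescence ratio at most library mean plus 5 SD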;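 also: more negative B-score means stronger inhibition of thallium flux through KCNK3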
Target sequence (O14649 whole entry, looked up): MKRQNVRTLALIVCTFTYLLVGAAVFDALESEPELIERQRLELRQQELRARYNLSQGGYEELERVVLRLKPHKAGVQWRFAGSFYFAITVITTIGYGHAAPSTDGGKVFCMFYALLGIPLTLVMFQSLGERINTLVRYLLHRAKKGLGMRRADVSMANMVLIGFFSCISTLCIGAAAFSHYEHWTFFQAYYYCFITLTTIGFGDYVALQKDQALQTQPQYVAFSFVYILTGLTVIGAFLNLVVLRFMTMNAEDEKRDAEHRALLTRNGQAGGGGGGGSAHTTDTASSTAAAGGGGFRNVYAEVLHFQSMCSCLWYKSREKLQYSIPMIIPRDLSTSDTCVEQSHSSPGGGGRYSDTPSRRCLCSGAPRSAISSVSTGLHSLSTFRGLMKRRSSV
KCNQ1 pot: potentiators or activators of KCNQ1 channel, primary screen, cell-based, thallium flux, high-throughput. AID 2648, 2010. 310,000 compounds, 0.35% hits. B-score at 10 µM. CHO-K1 KCNQ1, thallium flux FluxOR fluorescence; stronger effect = higher value;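 active = fluorescence ratio B-score, a plate-corrected score, at least three library SD, with initial intensity B-score within 5 SD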
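Schedule – 37 °C overnight plating, 90-min dark dye load, 20-min compound pretreatment · System – stable KCNQ1 CHO-K1 line · Probe or stimulus – thallium- and potassium-containing depolarizing buffer · Measured by – kinetic FluxOR fluorescence, 10 s baseline plus 110 s post-stimulus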
GSK3beta inhib: human GSK3beta kinase inhibitors, primary screen, biochemical, cell-free homogeneous, HTS; activity score (negative = inhibition), % at 10 µM; 300,000 compounds, 0.038% hits; GST-GSK3beta kinase, ADP-Glo luminescence, 60 min; stronger effect = lower value; Glycogen synthase kinase-3 beta (Homo sapiens), P49841;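 active = more than half of replicate wells score below -50%, meaning over 50% inhibition versus plate controls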;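 also: 0% = median DMSO wells and -100% = median GW8510 positive control wells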
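Assay system: GST-fused GSK3beta enzyme, cell-free / Medium: Tris pH 7.5 buffer with MgCl2, DTT, BSA, heparin / Also added: peptide substrate plus 25 µM ATP (final) / Compound: 10 µM single point / Timing: kinase reaction with compound 60 min at room temperature / Detection: ADP-Glo luminescence / Benchmarks: DMSO neutral wells and GW8510 at 20 µM as positive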
KCNQ1 block: inhibitors of human KCNQ1 channel, primary screen, cell-based, thallium flux, high-throughput; CHO-K1 KCNQ1, FluxOR thallium flux fluorescence; stronger effect = higher value; B-score at 10 µM; 310,000 compounds, 1.3% hits;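 active = compounds whose thallium flux B-score, printed positive for inhibition, exceeds three library SD while starting fluorescence stays within three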;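 also: channel opened by potassium depolarization with thallium stimulus after 20 min compound exposure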
RGS4 inh: RGS4 inhibitors, primary screen, cell-based, HEK293 M3R inducible RGS4, calcium flux | B-score at 10 µM | 310,000 compounds, 0.45% hits | Fluo-4 calcium flux; stronger effect = higher value; triggered by carbachol at its EC20 | Regulator of G-protein signaling 4 (Homo sapiens), P49798;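 active = B-score, a plate-corrected calcium signal, over three deviations above library mean, with baseline fluorescence within five deviations of library mean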;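 also: RGS4 expression induced by doxycycline in cells with stable M3 receptor; B-score is computed from the integrated fluorescence ratio over baseline after carbachol; higher B-score means a larger calcium signal and so more RGS4 inhibition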
Target sequence (P49798 whole entry, looked up): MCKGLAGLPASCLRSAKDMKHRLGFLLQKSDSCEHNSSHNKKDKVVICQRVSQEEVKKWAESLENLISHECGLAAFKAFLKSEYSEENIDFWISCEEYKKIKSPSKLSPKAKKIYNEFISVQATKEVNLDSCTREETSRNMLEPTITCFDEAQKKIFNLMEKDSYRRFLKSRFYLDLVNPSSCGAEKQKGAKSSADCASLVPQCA
KCNK9 block: KCNK9 potassium channel inhibitors, primary screen, HEK293 cells, thallium flux; Potassium channel subfamily K member 9 (Homo sapiens), Q9NPC2; FluxOR thallium flux fluorescence; stronger effect = lower value; B-score at 10 µM; 310,000 compounds, 1.2% hits; AID 488922, 2010;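 active = ratio B-score over 3 SD below the library mean, with starting fluorescence within 5 SD of its mean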;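 also: negative B-score means less thallium flux so channel inhibition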
Target sequence (Q9NPC2 whole entry, looked up): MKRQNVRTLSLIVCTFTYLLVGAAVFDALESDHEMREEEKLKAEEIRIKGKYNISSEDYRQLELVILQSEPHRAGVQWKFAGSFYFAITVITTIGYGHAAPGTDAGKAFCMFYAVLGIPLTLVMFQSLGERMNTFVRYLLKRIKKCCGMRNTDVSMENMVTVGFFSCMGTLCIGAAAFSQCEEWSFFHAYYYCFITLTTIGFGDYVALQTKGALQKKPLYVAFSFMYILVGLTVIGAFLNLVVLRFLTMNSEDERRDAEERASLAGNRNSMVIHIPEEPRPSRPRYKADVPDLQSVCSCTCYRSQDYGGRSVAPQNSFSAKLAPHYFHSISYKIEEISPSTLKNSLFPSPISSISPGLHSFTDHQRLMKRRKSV
RGS4 pot: RGS4 potentiators or activators, primary screen, cell-based, HEK293 M3R inducible RGS4, calcium flux; 310,000 compounds, 0.92% hits; carbachol calcium flux Fluo4; stronger effect = lower value; AID 463111, 2010; B-score at 10 µM;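 active = B-score of the integrated calcium signal more than 4 SD below the library mean, with starting fluorescence not abnormally high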;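 also: negative B-score means reduced calcium response which marks RGS4 activation or potentiation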
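Also added: carbachol at ECmax as muscarinic agonist stimulus; Assay system: HEK293 cells with stable M3R and inducible RGS4; Timing: overnight RGS4 induction, 30 min dye load 37 °C, 20 min compound RT; Measured by: Fluo4-AM (2 µM) calcium-flux fluorescence, kinetic read.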
GSK3 alpha inh: blockers of GSK3A enzyme activity – biochemical, luminescence, cell-free homogeneous, HTS, primary screen; Glycogen synthase kinase-3 alpha (Homo sapiens), P49840; GSK-3 alpha kinase, ADP-Glo luminescence, 60 min; inhibition, % at 10 µM; 320,000 compounds, 0.1% hits;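 in the data active = inhibition above about 50%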;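 also: GST-tagged GSK-3 alpha with peptide substrate and 25 µM ATP; 0% = DMSO neutral wells and 100% = GW8510 positive control wells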
Dyrk1A ADPGlo: rat Dyrk1A kinase inhibitors, primary screen, biochemical, single point, plate reader | ADP-Glo luminescence, NFATc1 peptide | 310,000 compounds, 0.43% hits | inhibition, % at 12.5 µM; in the data active = inhibition above about 50%;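 also: plate controls were vehicle with enzyme for no effect and no enzyme for full effect; many of its hits are not listed in these tables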
The depositor's hits bear a star; i = inactive; x = not tested or not shown. A portion of the library; the hit share may differ from the screen's.

SMILES	hERG protect	PolyA inhibitor	KCNK3 block	KCNQ1 pot	GSK3beta inhib	KCNQ1 block	RGS4 inh	KCNK9 block	RGS4 pot	GSK3 alpha inh	Dyrk1A ADPGlo
O=C(CN1CCN(c2ncccn2)CC1)NCCC1=CCCCC1	0	i	i	i	2	i	i	i	i	-2	-7
CCOCCCNC(=O)CSCc1nc(-c2ccc(SC)cc2)oc1C	-9	i	i	i	1	i	i	i	i	-4	2
O=c1c2ccccc2c(-c2ccc(Br)cc2)nn1Cc1ccccc1	-2	i	i	i	1	i	i	i	i	-4	-5
Cn1cc(Br)c(C(=O)NN2C(=O)C3C4C=CC(C5CC45)C3C2=O)n1 (stereo not drawn)	0	i	i	i	-4	i	i	i	i	0	4
N/C(=N\OC(=O)c1cccc(Br)c1)c1ccccc1	-10	i	i	i	-2	i	i	i	i	-1	0
CN1C(=O)NC(c2ccc(C(F)(F)F)cc2)C2=C1CC(C)(C)CC2=O (stereo not drawn)	-5	i	i	i	0	i	i	i	i	-2	-8
CCn1ncc(NC(=S)NCCc2ccc(OC)c(OC)c2)c1C(N)=O	-15	i	i	i	-1	i	i	i	i	1	-5
O=C(c1ccc(F)cc1)N1CCC(C(=O)N2CCN(Cc3ccc4c(c3)OCO4)CC2)CC1	-8	i	i	i	2	i	i	i	i	2	2
CCc1ccc(NC(=O)c2cnn(-c3ccccc3)c2C2CCNCC2)cc1	-8	i	i	i	-3	i	i	i	i	-1	2
Cc1ccc(N(CC(=O)NCCSc2nc3ccccc3s2)S(=O)(=O)c2ccccc2)c(C)c1	-11	i	i	i	5	i	i	i	i	0	0
CCOC(=O)C1CCCN(S(=O)(=O)c2ccc3c(c2)CC(C)N3C(=O)C2CC2)C1 (stereo not drawn)	-7	i	i	i	-1	i	i	i	i	-2	2
O=C(Oc1ccccc1)Oc1ccc2c(c1)oc(=O)c1ccccc12	-5	i	i	i	3	i	i	i	i	4	-6
O=C1CC(NS(=O)(=O)c2cc(F)ccc2F)CN1c1cccc(F)c1 (stereo not drawn)	-9	x	i	i	2	i	i	i	i	-1	-8
COC(=O)C1CCN(C(c2cccs2)c2sc3nc(C)nn3c2O)CC1 (stereo not drawn)	-10	i	i	i	-2	i	i	i	i	0	2
CC(CCc1ccccc1)NC(=O)C(Cc1ccccc1)NC(N)=O (stereo not drawn)	-6	i	i	i	1	i	i	i	i	0	-2
CCC(C)NC(=O)c1ccc(N2CC3CC(C2)c2cccc(=O)n2C3)c(NC(=O)c2ccc(Br)o2)c1 (stereo not drawn)	-9	i	i	i	0	i	i	i	i	-2	5
Cc1cccc(NC(=O)CCNS(=O)(=O)c2cccc3nonc23)c1	-7	i	i	i	0	i	i	i	i	7	-4
COc1cc(-c2nn3c(COc4ccccc4)nnc3s2)cc(OC)c1OC	-8	i	i	i	1	i	i	i	i	-1	2
O=C(NC1CC2CCCC(C1)N2C(=O)Nc1ccccc1)c1ccncc1 (stereo not drawn)	-14	i	i	i	2	i	i	i	i	2	-2
COc1cc(CN2CCC(C(=O)N3CCN(c4ccccc4F)CC3)CC2)cc(OC)c1OC	-13	i	i	i	1	i	i	i	i	-2	-3
Cc1ccccc1CSc1nccn1-c1ccccc1	-8	i	i	i	3	i	i	i	i	3	5
CCOC(=O)c1cc2sc(C)cc2n1CC(=O)NCCc1ccccc1	-12	i	i	i	-1	i	i	i	i	-3	-2
Cc1ccc(C)c(OCC(=O)O/N=C(\N)c2ccccn2)c1	-2	i	i	i	1	i	i	i	i	-3	-1
CCOc1ccccc1Nc1ccc(C(=O)O)cc1N	-6	i	i	i	0	i	i	i	i	-5	-2
CCS(=O)(=O)N1CCCC(C(=O)NCCCOC(C)C)C1 (stereo not drawn)	0	i	i	i	-4	i	i	i	i	0	-10

Going on with the list.
SMILES	hERG protect	PolyA inhibitor	KCNK3 block	KCNQ1 pot	GSK3beta inhib	KCNQ1 block	RGS4 inh	KCNK9 block	RGS4 pot	GSK3 alpha inh	Dyrk1A ADPGlo
CCn1ccc(C(=O)Nc2sc3c(c2C(=O)OC)CCC3)n1	-12	x	i	i	-17	i	i	i	i	x	2
COc1ccc(CCN(C)C(=O)c2cc(S(=O)(=O)NCc3ccccc3)ccc2C)cc1OC	-12	i	i	i	1	i	i	i	i	1	4
COc1ccccc1NC(=O)c1ccc2nc(N3C(=O)CCC3=O)sc2c1	-20	i	i	i	-2	i	i	i	i	-4	3
COc1cc2nc(C3CC3)n(NC(=O)c3ccc(F)cc3)c(=O)c2cc1OC	-9	i	i	i	3	i	i	i	i	-2	13
CNC(=O)C(=O)N/N=C/c1ccccn1	-18	i	i	i	2	i	i	i	i	-2	0
Cc1ccc(/C=C/C(=O)NC(C)c2ccccc2)cc1 (stereo not drawn)	-9	i	i	i	-2	i	i	i	i	-2	-2
Nc1cc(=O)[nH]n1C1CCN(c2ccccc2)CC1	-7	i	i	i	4	i	i	i	i	1	1
COc1ccc(/C=N/Nc2nc(-c3ccc(C)cc3)c(C#N)c(=O)[nH]2)cc1	-6	i	i	i	3	i	i	i	i	-1	2
COC(=O)C1=C(C)OC(N)=C(C#N)C1c1ccc(OC)c(CSc2ccccn2)c1 (stereo not drawn)	-10	i	i	i	-1	i	i	i	i	-2	2
O=C(NCCOc1cccnc1)C1CCC(=O)N(Cc2ccccc2F)C1 (stereo not drawn)	-5	i	i	i	2	i	i	i	i	-1	-1
CCOc1cc(S(=O)(=O)Nc2ccc(Cl)cn2)ccc1F	2	i	i	i	-1	i	i	i	i	-2	-3
CC1CCN(C(=O)CCNS(=O)(=O)c2ccc3c(c2)oc(=O)n3C)CC1	-6	i	i	i	3	i	i	i	i	0	2
O=C(Cn1nc(-c2ccccc2Cl)ccc1=O)Nc1ccccc1-c1ccccc1	-14	i	i	i	0	i	i	i	i	-3	x
CC(=O)Oc1cccc(N2C(=O)CC(Nc3ccc(N4CCOCC4)cc3)C2=O)c1 (stereo not drawn)	-12	i	i	i	-1	i	i	i	i	-4	3
CCc1csc(CCNC(=O)C2CCC(=O)N(Cc3cccc(C(F)(F)F)c3)C2)n1 (stereo not drawn)	-15	i	i	i	-2	i	i	i	i	-1	-4
Cc1nc2ccc(NC(=O)c3ccc(S(=O)(=O)N(C)C)cc3)cc2s1	-6	i	i	i	3	i	i	i	i	-2	x
CCOc1ccc(C(=O)NCCCn2ccnc2)cc1	-11	i	i	i	-6	i	i	i	i	1	3
CC(=O)OC(C(=O)NCCc1ccccc1)c1cccnc1 (stereo not drawn)	1	i	i	i	0	i	i	i	i	2	-9
Cc1ccc(C(=O)N/N=C/c2ccc(OC(=O)c3ccccc3Cl)cc2)cn1	-9	i	i	i	2	i	i	i	i	0	-3
CCc1ccccc1NC(=O)c1cc([N+](=O)[O-])ccc1N1CCOCC1	-5	i	i	i	-2	i	i	i	i	-1	-10
O=C(c1cc2cc(Br)ccc2o1)N1CCOCC1	-3	i	i	i	4	i	i	i	i	-3	2
CC1CCc2c(sc(NC(=O)CSc3nnc(-c4ccccc4)o3)c2C#N)C1 (stereo not drawn)	-2	i	i	i	3	i	i	i	i	-3	1
CCCCn1cc(C(C)(C)C)c(C#N)c1NC(C)=O	-12	i	i	i	2	i	i	i	i	1	5
COC(=O)C(C)N1C(=O)S/C(=C/c2cc(C)n(C(C)C)c2C)C1=O (stereo not drawn)	-8	i	i	i	-2	i	i	i	i	0	5
COc1ccc(C(=O)OCC(=O)N2CCCCC2)cc1[N+](=O)[O-]	-13	i	i	i	2	i	i	i	i	1	-2
COC(=O)c1[nH]c(C)c(/C(O)=C2\C(=O)C(=O)N(CCN(C)C)C2c2ccccc2OC)c1C (stereo not drawn)	-4	i	i	i	0	i	i	i	i	-2	0
O=C1CC(c2nc3ccccc3[nH]2)CN1c1ccccc1 (stereo not drawn)	-15	i	i	i	-1	i	i	i	i	-4	1
Cc1ccc(C(=O)CN(C(=O)c2ccc(Cl)cc2)N2C(=O)CCC2=O)cc1	-2	i	i	i	-1	i	i	i	i	-1	-2

Structures from the list above with an aryl thioether with sulfur outside any ring:
SMILES	hERG protect	PolyA inhibitor	KCNK3 block	KCNQ1 pot	GSK3beta inhib	KCNQ1 block	RGS4 inh	KCNK9 block	RGS4 pot	GSK3 alpha inh	Dyrk1A ADPGlo
CCOCCCNC(=O)CSCc1nc(-c2ccc(SC)cc2)oc1C	-9	i	i	i	1	i	i	i	i	-4	2
Cc1ccc(N(CC(=O)NCCSc2nc3ccccc3s2)S(=O)(=O)c2ccccc2)c(C)c1	-11	i	i	i	5	i	i	i	i	0	0
Cc1ccccc1CSc1nccn1-c1ccccc1	-8	i	i	i	3	i	i	i	i	3	5
COC(=O)C1=C(C)OC(N)=C(C#N)C1c1ccc(OC)c(CSc2ccccn2)c1 (stereo not drawn)	-10	i	i	i	-1	i	i	i	i	-2	2
CC1CCc2c(sc(NC(=O)CSc3nnc(-c4ccccc4)o3)c2C#N)C1 (stereo not drawn)	-2	i	i	i	3	i	i	i	i	-3	1

Screening results deposited in PubChem by several laboratories.
